Compound activity deposited in PubChem by The Scripps Research Institute Molecular Screening Center.
PLCg1 inh: PLC-gamma1 enzyme inhibitors, primary screen, biochemical, fluorescence, purified enzyme; 1-phosphatidylinositol 4,5-bisphosphate phosphodiesterase gamma-1 (Homo sapiens), P19174; fluorogenic substrate; inhibition, % at 12.2 µM; hit rate 0.84% among 370,000; AID 720700, 2013; in the data active means inhibition above about 9.5%
ADAM17 inh: ADAM17 inhibitors, primary screen, biochemical, QFRET; Disintegrin and metalloproteinase domain-containing protein 17 (Homo sapiens), P78536; inhibition, % at 6.95 µM; hit rate 0.83% among 370,000; recombinant ADAM17, EDANS/DABCYL FRET peptide cleavage; AID 720648, 2013;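 active means inhibition above the mean of compounds lying between control limits plus 3 SD, set per campaign, cut at about 8.5% in these data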;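 further: 0% = DMSO-only wells as the low control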
ADAM10 inh: human ADAM10 inhibitors, primary screen, biochemical, QFRET, HTS | hit rate 0.62% among 370,000 | recombinant ADAM10, EDANS/DABCYL FRET peptide cleavage, 3 h | AID 720582, 2013 | inhibition, % at 7 µM;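 active means inhibition above a per-campaign cutoff equal to the mean of compounds falling between control-based bounds plus 3 SD, cut at about 20% in these data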;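 further: 0% = DMSO wells while the 100% control is not disclosed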
SIAE inh: human SIAE inhibitors, primary screen, biochemical, fluorescence polarization, FP-Rh probe, 1536-well HTS. Sialate O-acetylesterase (Homo sapiens), Q9HAT2. SIAE FP-Rh probe binding. inhibition, % at 9.66 µM. hit rate 0.69% among 370,000. AID 1053197, 2014;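 active means inhibition above a cutoff: mean of compounds within the control limits plus 3 SD of those, cut at about 17% in these data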;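 further: 0% = plate median of compound wells and 100% = probe without SIAE protein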
Target sequence (Q9HAT2 whole entry, looked up): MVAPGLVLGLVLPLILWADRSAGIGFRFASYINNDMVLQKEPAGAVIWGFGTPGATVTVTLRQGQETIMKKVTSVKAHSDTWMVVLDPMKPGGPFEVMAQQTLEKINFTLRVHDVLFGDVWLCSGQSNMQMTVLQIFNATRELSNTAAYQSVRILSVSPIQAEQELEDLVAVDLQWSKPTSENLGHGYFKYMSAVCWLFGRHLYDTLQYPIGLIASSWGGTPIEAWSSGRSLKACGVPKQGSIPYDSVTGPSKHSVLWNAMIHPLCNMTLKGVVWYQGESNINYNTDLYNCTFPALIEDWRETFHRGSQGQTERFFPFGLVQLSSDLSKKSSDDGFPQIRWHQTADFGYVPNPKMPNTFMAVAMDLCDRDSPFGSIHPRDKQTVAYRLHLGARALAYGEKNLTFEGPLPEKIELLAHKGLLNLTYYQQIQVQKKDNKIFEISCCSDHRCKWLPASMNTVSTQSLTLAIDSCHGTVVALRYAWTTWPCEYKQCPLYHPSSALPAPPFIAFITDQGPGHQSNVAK
DDE Tn7 FP inh: inhibitors of Tn7 peptide binding to fibrin DD(E), primary screen, biochemical, fluorescence polarization, human fibrin, Tn7 probe | hit rate 0.13% among 370,000 | inhibition, % at 8.3 µM | FP displacement of FITC-Tn7 peptide from fibrin DD(E); 0% = median of compound wells per plate;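 active means inhibition above the mean of compounds falling within the control limits plus 3 SD of them, cut at about 14% in these data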;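 further: 0% = plate median of compound wells and 100% = 10 µM Aha-Tn7 peptide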
Target sequence (P02675 whole entry, looked up): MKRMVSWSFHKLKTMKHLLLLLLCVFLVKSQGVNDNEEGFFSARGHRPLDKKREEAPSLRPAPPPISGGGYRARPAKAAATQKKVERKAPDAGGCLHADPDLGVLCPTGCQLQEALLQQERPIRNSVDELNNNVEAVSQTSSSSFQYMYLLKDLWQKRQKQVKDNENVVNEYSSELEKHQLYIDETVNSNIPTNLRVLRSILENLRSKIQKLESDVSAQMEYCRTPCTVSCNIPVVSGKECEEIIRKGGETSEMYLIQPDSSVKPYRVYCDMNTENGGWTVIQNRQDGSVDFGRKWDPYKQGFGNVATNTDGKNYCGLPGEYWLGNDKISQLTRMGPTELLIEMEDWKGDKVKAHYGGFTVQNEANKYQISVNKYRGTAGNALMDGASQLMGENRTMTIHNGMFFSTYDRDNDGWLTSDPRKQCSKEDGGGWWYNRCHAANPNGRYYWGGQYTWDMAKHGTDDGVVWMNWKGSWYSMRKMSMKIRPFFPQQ
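Test system: human clot-derived fibrin DD(E) complex / Quantity: 2 µM final DD(E) protein / Incubation: 10 min plus 3 h, room temperature / Measured by: fluorescence polarization / Benchmarks: high control of 10 µM Aha-Tn7 peptide / Replicates: singlicate testing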
ASAP1 inh: inhibitors of human ASAP1 ArfGAP activity, primary screen, biochemical, fluorescence polarization. ASAP1-stimulated ARF1 GTP hydrolysis, GDP FP detection. inhibition, % at 16.5 µM. hit rate 0.19% among 360,000. AID 624377, 2012; in the data active means inhibition above about 25%;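 further: 0% = vehicle with enzyme and substrate and 100% = no enzyme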
TDP2 absorb: human TDP2 enzyme inhibitors, primary screen, biochemical, epi absorbance, recombinant enzyme | Tyrosyl-DNA phosphodiesterase 2 (Homo sapiens), O95551 | T5PNP hydrolysis, p-nitrophenol absorbance 415 nm | inhibition, % at 12.8 µM | hit rate 0.34% among 370,000 | AID 720702, 2013;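 active means inhibition above the mean of all tested compounds plus 3 SD, set per campaign, cut at about 25% in these data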;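 further: 0% = DMSO with enzyme and 100% = buffer with substrate but no TDP2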
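Assay system: recombinant human TDP2 / Reagent: T5PNP substrate at 5 mM, a TopII-DNA adduct mimic / Measured by: epi absorbance from released p-nitrophenol / Evaluation: % inhibition relative to enzyme-containing and enzyme-free wells / Control set: enzyme-free and DMSO wells / Replicates: each compound tested once, singlicate / Schedule: enzyme reaction with compound for 2 h at 37 °C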
ARFGAP1 inhibitor: inhibitors of rat ARFGAP1 GAP activity, primary screen, biochemical, fluorescence polarization, GDP tracer | ADP-ribosylation factor GTPase-activating protein 1 (Rattus norvegicus), Q62848 | Arfgap1-stimulated ARF1 GTP hydrolysis, GDP FP detection | inhibition, % at 16.5 µM | hit rate 0.26% among 360,000 | AID 651572, 2012;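 active means inhibition above a per-plate limit, mean inhibition of low control wells plus 3 SD, cut at about 25% in these data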;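 further: 0% = DMSO wells with enzyme and 100% = wells lacking Arfgap1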
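Material – truncated rat Arfgap1 GAP domain · Buffer or medium – HEPES-based buffer, pH 7.5 · Reagent – human ARF1(Δ1-17)-GTP substrate · Dosing – 16.5 µM single point, 1.26% DMSO · Schedule – GTP hydrolysis reaction 2 h at 25 °C · Technique – GDP detection by fluorescence polarization · Benchmarks – No-Arfgap1 wells (100%) versus DMSO full-reaction wells (0%) · Repeats – single replicate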
PLCb3 inh: human PLC-beta3 inhibitors, primary screen, biochemical, fluorescence | hit rate 0.18% among 370,000 | inhibition, % at 12.2 µM | Purified PLC-beta3, fluorogenic substrate | 1-phosphatidylinositol 4,5-bisphosphate phosphodiesterase beta-3 (Homo sapiens), Q01970; in the data active means inhibition above about 11%;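 further: 0% = median of compound wells on plate and 100% = full blocker control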
Tn6 DDE FP: inhibitors of Tn6 peptide binding to fibrin DD(E), primary screen, biochemical, fluorescence polarization, human fibrin, Tn6 probe; Fibrinogen beta chain (Homo sapiens), P02675; Fibrin DD(E) TRITC-Tn6 fluorescence polarization displacement; inhibition, % at 8.3 µM; hit rate 0.21% among 370,000;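 active means inhibition above a per-campaign cutoff: mean of compounds within control limits plus 3 SD, cut at about 15% in these data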;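 further: 0% = median of all compound wells on the plate and 100% = blocking peptide control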
* hit, by the source's call; i = inactive; · = no result given.

SMILES	ADAM10 inh	SIAE inh	ASAP1 inh	DDE Tn7 FP inh	PLCg1 inh	TDP2 absorb	Tn6 DDE FP	ADAM17 inh	ARFGAP1 inhibitor	PLCb3 inh
CC1CCCCN1CCn1c(=S)[nH]c2cc3c(cc2c1=O)OCO3 (configuration not stated)	-11.8	4.7	-3.1	-7.9	-0.6	-3.3	7.8	-5.3	8.6	-6.1
CCc1ccc2c(c1)NC(=O)C2(C)Cc1ccccc1C#N (configuration not stated)	-4.5	-3.2	9.0	-4.5	6.5	0.6	-5.0	-0.6	-8.1	-7.0
O=C(/C=C/c1ccc(F)cc1)NC(=S)N1CCOCC1	1.9	3.0	5.7	3.7	2.9	-5.2	-3.3	3.0	2.0	0.9
Cc1ccc2c(c1)cc(CN(Cc1ccco1)C(=O)N1CCOCC1)c1nnnn12	3.7	0.8	0.4	-0.5	3.9	-8.9	2.7	0.6	-2.6	-0.3
O=C(Nc1ccc(-c2noc(-c3cccs3)n2)cc1)c1cccnc1	3.2	-35.1	-4.8	-1.8	-2.3	3.7	-1.7	1.2	6.4	-2.2
CN1CCN(c2ccc(NC(=O)c3cccc(S(=O)(=O)N4CCCC4)c3)cc2)CC1	-11.3	3.8	7.4	-4.3	-1.4	1.0	0.3	-7.1	-2.6	-6.9
CC(=O)OC(C[N+]1(C)CCCCCC1)c1ccccc1 (configuration not stated)	-4.0	4.7	0.0	-3.9	3.9	7.6	0.4	-3.2	2.5	-3.9
CCC(=O)OCC(=O)c1c(N)n(Cc2ccccc2)c(=O)n(C)c1=O	-1.5	4.3	0.0	-8.8	-3.3	8.3	-0.8	0.3	6.3	-3.6
Cc1cc(N2CCN(C)CC2)nc2ccc(NC(=O)CCC3CCCC3)cc12	-133.0	-1.0	27.8*	-4.6	-16.8	0.0	-4.3	-30.4	23.6	-22.0
C/C(=N\NC(=O)c1ccccc1)c1ccccc1F	2.0	-0.3	5.0	0.1	0.6	1.5	-3.6	-1.2	1.2	0.6
CCCNC(=O)c1cc(C2CCCCN2C(=O)c2cc(C(C)(C)C)nn2C)on1 (configuration not stated)	-2.5	0.2	2.4	-7.3	3.2	-3.1	-4.3	0.2	-11.3	4.5
CC(C)c1ccc(NC(=O)CN2C(=O)c3ccccc3S2(=O)=O)cc1	5.4	0.4	-27.0	1.9	-1.4	6.4	1.5	-4.7	12.4	-7.5
COc1cc(CCC(=O)O)on1	10.7	-5.0	4.2	-1.8	9.3	-24.6	-1.0	4.4	-2.1	-4.0
Cc1ccc(Cn2ncc3c(N4CCN(CC#N)CC4)ncnc32)cc1	5.2	1.5	6.7	3.2	5.0	0.9	-4.4	1.8	-6.1	-3.4
CCOC(=O)C1C(c2ccc(O)c(O)c2)NC(=S)NC1(O)C(F)(F)F (configuration not stated)	-1.7	15.8	-0.7	4.3	-1.8	-0.8	5.2	0.5	-3.1	2.2
CN=c1sc2ccccc2n1CC(O)COc1ccccc1 (configuration not stated)	3.3	1.7	3.3	1.6	0.1	-1.6	3.4	-3.2	-4.4	-0.4
CCC(C)c1c(O)nc(SCC(=O)Nc2ccccc2)[nH]c1=O (configuration not stated)	6.5	4.0	2.5	-3.0	0.3	8.2	9.4	-2.4	-3.3	1.8
O=C(CN1C(=O)S/C(=C/c2ccccn2)C1=O)N1CCOCC1	-5.6	2.4	8.8	-2.6	1.1	1.9	1.6	-0.7	-2.1	-4.3
O=C(Nc1cccc(-c2ccc3nncn3n2)c1)c1ccco1	-1.9	1.5	-8.6	4.3	-4.8	-4.2	1.6	-2.0	2.6	-6.7
COc1cc(C2C(C#N)=C(N)OC3=C2C(=O)CC(C)(C)C3)cc([N+](=O)[O-])c1O (configuration not stated)	-1.9	2.5	-3.5	2.3	2.5	-9.8	-7.1	-7.4	5.7	-9.4
Cc1ccc(S(=O)(=O)Nc2nnc(CC(C)(C)C)s2)cc1	5.2	6.6	9.5	8.5	0.2	0.3	-1.8	-4.9	-19.4	-14.8
O=C1NCCOC(=O)[C@H](Cc2ccc(F)cc2)CC/C=C/C[C@@H]1CC(=O)N(CCO)Cc1ccccc1	2.9	0.9	3.3	-5.9	7.1	-4.5	-2.4	2.8	5.9	3.1
N#Cc1cccc(OC[C@@H](O)CN2CCC(C(O)(c3ccccc3)c3ccccc3)CC2)c1	3.1	-6.1	·	-6.8	2.3	-10.0	0.7	3.4	·	3.4
O=C1c2ccccc2CCC12N=NCC2c1ccc(Br)cc1 (configuration not stated)	-1.8	-4.8	-9.2	-1.6	-0.5	-4.9	1.2	0.4	-3.7	1.5
CCc1nnc(NC(=O)CCN2C(=O)c3ccccc3S2(=O)=O)s1	9.0	1.3	-8.8	-0.5	1.1	5.2	-1.6	-0.7	4.7	-12.4
COc1ccccc1N1CCN(C(=O)Cn2c(=O)[nH]c3ccsc3c2=O)CC1	2.0	0.4	16.4	-2.1	0.9	-8.9	-0.2	-1.2	-8.7	2.2
Cc1ccc(S(=O)(=O)N(CC(=O)NCc2ccco2)C2CCCCC2)cc1	-8.4	1.0	-18.4	-2.9	0.5	-0.8	0.6	0.6	6.4	1.5
COCCOCC(=O)Nc1ccc(S(=O)(=O)Nc2cc(C)nc(C)n2)cc1	-0.9	-10.1	16.9	5.1	-2.5	4.5	-1.0	-0.5	1.0	-7.2
CC(/C=C/c1ccco1)=N/NC(=O)c1ccc(C)nc1	-25.6	-3.6	-4.2	3.3	-5.0	5.5	2.1	-3.8	6.0	-8.5
CCOc1cc(N2CCOCC2)c(OCC)cc1NS(=O)(=O)c1ccc(Cl)s1	-7.3	6.6	2.4	-1.8	6.9	-10.2	-1.4	1.2	1.9	0.5
O=C(O)CSc1nnc(SCc2cccc3ccccc23)s1	-5.3	-1.9	0.6	1.3	3.8	-18.4	-5.5	-0.7	8.7	-6.5
Nc1nnnn1/N=C/c1ccc(N2CCCCC2)c([N+](=O)[O-])c1	3.7	-6.1	13.2	-1.2	6.4	-6.3	-5.5	4.5	-1.0	-5.4
Cc1c(N=Cc2ccc[nH]2)c(=O)n(-c2ccccc2)n1C	-4.5	11.1	8.6	4.9	-7.7	3.9	-3.8	-2.3	5.2	-10.4
CCn1cc(C2=NC(C)(C)CO2)c2ccccc21	-0.2	-2.0	5.7	-4.1	4.7	9.9	4.6	-3.2	-0.9	2.3
COc1ccc(-c2cc3nc(C)cc(-c4ccc(OC)cc4)n3n2)cc1	-250.4	-15.1	14.5	-4.0	i	-16.8	-5.2	-79.8	11.7	i
CC(C)(C)OC(=O)C(Cl)(C(=O)OC(C)(C)C)c1ccc2nnnn2n1	-3.5	5.4	2.9	0.2	-1.1	5.3	0.7	-4.5	-6.7	-2.4
COc1cc(S(=O)(=O)N2CCN(C(=O)c3ccccc3)CC2)c(OC)cc1Br	-2.7	-0.2	1.4	-4.5	2.5	0.7	-0.8	-3.6	5.3	-6.0
CSc1nc(C)cc(-n2ccc(=O)[nH]c2=O)n1	1.9	-0.8	-5.5	1.9	-1.2	-1.6	-3.4	-5.1	-3.3	1.3
CCCCCCC(=O)Nc1nc(C)c(-c2csc(Nc3ccccc3OC)n2)s1	-4.6	9.7	0.3	6.3	-7.4	-5.2	-1.4	-5.4	24.1	-9.7
CSCCC(=O)N1CCC(n2nccc2NC(=O)c2ccc3c(c2)OCO3)CC1	-9.5	7.8	-15.4	5.0	0.3	8.1	8.5	-4.2	9.4	-5.2
COc1ccc(OC)c(-c2cc(C(=O)Nc3ccccc3C(N)=O)c3ccccc3n2)c1	-4.5	-24.1	8.7	1.1	-117.2	-1.4	-11.4	-2.0	13.9	-119.2
Cc1ccc(Nc2nnc(SCC(=O)Nc3ccccc3[N+](=O)[O-])s2)cc1	7.9	24.9*	6.0	-6.9	3.2	12.2	-3.1	-0.5	7.0	3.3
CCn1c(=O)c(C(=O)Nc2ccc(C)cc2)c(O)c2ccccc21	3.4	6.8	8.3	-10.2	3.5	-6.9	-1.0	1.6	13.6	-2.8
O=C(NC1CCCCC1)n1c(=O)oc2ccccc21	1.2	1.4	3.1	1.2	2.9	11.2	0.2	0.1	-4.8	2.4
C=CCn1c(=O)c(C(=O)NCCc2ccc(Cl)cc2)c(O)c2cc(OC)c(OC)cc21	-1.0	-3.0	5.2	1.9	0.9	1.9	3.1	-0.7	-13.9	-3.5
NC(=S)NN=C1CCC2(CCCCC2)CC1	-16.9	1.3	-0.2	-2.0	-15.2	2.5	1.5	-2.5	18.6	-14.8
CC(C)c1ccc(Nc2cnn(C34CC5CC(CC(CC(=O)O)(C5)C3)C4)c(=O)c2Cl)cc1	8.6	-2.5	-2.9	3.2	0.3	0.2	-6.7	0.5	12.7	-0.2
COc1ccc2oc(C(=O)OC(C)C(=O)N3CCC(C)CC3)c(C)c2c1 (configuration not stated)	-328.3	6.5	-1.3	-2.0	-92.7	-13.1	11.0	-81.8	8.7	-107.5
NS(=O)(=O)c1cccc(NC(=O)CC(NC(=O)c2ccccc2Cl)c2ccccc2)c1 (configuration not stated)	4.7	1.4	-0.4	5.2	2.1	-2.3	-4.4	1.6	-1.9	3.9
CCSc1cc(N2CCCC2)nc(-c2ccc(Cl)cc2)n1	-5.1	3.6	2.9	-0.7	1.7	2.9	-0.1	-2.3	1.5	2.1
COC(=O)c1ccsc1NC(=O)CCc1ccccc1	-9.2	-1.3	-2.2	3.5	-3.1	7.9	3.3	-0.2	4.6	-7.4
CC1CCC(N2CCN(c3ncccn3)CC2)CC1 (configuration not stated)	8.2	-0.1	-5.7	0.3	-0.4	-6.3	-3.4	-1.4	21.6	2.2
